RAD52 anneal inh: blocks human RAD52 DNA annealing; P43351; recombinant RAD52 DNA annealing, FRET fluorescence; inhibition, % at 18.7 µM; 360,000 tested, 0.46% active;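 active = every replicate showing at least 50% inhibition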
RAD54 branch: blocks human RAD54 Holliday junction branch migration | inhibition, % at 10.4 µM | FAM/BHQ fluorescence | 360,000 tested, 0.14% active;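 active = mean normalized replicate activity at least 40 and at least half of replicates scoring 40 or more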;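 note: 0% = median of neutral control wells and 100% = median of positive control wells; inhibitors cause a drop in the FAM fluorescence signal; in these data hits start at about 50%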
Target sequence (Q92698 whole entry, looked up): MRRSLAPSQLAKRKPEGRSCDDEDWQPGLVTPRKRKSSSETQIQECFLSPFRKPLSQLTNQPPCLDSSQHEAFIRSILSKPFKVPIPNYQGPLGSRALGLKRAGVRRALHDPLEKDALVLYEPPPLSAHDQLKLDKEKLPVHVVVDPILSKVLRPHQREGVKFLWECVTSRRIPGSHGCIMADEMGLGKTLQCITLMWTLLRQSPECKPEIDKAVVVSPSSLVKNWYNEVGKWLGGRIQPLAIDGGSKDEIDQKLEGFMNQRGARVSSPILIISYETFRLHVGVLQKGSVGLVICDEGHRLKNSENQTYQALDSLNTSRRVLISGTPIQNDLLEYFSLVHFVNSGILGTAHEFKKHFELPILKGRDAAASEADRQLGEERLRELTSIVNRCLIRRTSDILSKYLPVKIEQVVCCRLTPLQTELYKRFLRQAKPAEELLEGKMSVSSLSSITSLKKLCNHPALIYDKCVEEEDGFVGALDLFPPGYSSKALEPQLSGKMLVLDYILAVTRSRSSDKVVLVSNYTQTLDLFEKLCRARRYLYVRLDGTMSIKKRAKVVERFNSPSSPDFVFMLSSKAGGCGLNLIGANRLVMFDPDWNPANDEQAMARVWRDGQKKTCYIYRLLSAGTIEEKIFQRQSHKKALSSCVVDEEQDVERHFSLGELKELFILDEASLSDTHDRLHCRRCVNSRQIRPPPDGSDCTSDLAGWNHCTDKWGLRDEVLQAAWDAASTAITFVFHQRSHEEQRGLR
PGC1a acetyl inh: PGC1a acetylation modulation, inhibitor mode; AID 651687; U2OS PGC1a acetylation, AlphaScreen anti-acetyl-lysine; with virally co-expressed GCN5 acetyltransferase; inhibition, % at 15.6 µM; 350,000 tested, 0.17% active;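 active = every replicate shows inhibition of at least 40%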;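 note: 0% = neutral control wells and 100% = positive control wells; some results beyond the cut were filed as inactive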
E-selectin induc: E-selectin induction on HUVECs. 260,000 tested, 0.37% active. activation, % at 7.58 µM. HUVEC E-selectin immunofluorescence imaging; normalized: neutral wells 0, TNF-alpha wells 100. AID 686992;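 active = mean E-selectin-positive cell signal at least 10% of the positive control, reached in at least 60% of replicates, without over 20% cell loss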;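 note: in these data hits start at about 27%; measured in HUVEC primary endothelial cells; signal is the percent of cells scored E-selectin positive by PE staining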
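Read-out: % PE-positive cells | Test system: HUVEC | Doses: One compound dose added by pin transfer | Buffer or medium: EGM-2 over gelatin coat | Signal: Immunofluorescence imaging | Benchmarks: TNF-alpha, DMSO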
PglD DTNB: blocks C. jejuni PglD acetyltransferase activity | purified PglD enzyme, DTNB colorimetric CoA detection | inhibition, % at 12.5 µM | 360,000 tested, 0.098% active; in the data active = inhibition above about 16%, passing the limit was not always enough; note: strong numbers were not always called active
miR122 inh: miR-122 inhibition in Huh7 cells; Huh7 miR-122 Renilla luciferase sensor, 48 h; neutral wells = 0, positive control = 100; activation (reporter increase), % at 12.5 µM; 340,000 tested, 0.3% active; AID 602342;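 active = mean replicate activation score at least 90 and every replicate individually at or above 90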;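 note: higher luciferase means less miR-122 activity so hits act as miR-122 inhibitors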
ERAP1 inh: inhibitors of human ERAP1 aminopeptidase. recombinant ERAP1, Leu-AMC fluorescence, 60 min. AID 652197. Q9NZ08. 340,000 tested, 0.15% active. inhibition, % at 10.7 µM;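 active = mean replicate inhibition of at least 30%, or all replicates individually reaching that 30% level; inactive = mean below 30% and not every replicate reaching it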;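 note: 0% = neutral control wells and 100% = L-leucinethiol positive control wells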
Cneo AK release: causes C. neoformans cell lysis; 360,000 tested, 0.2% active; adenylate kinase release luminescence, 4 h; normalised: neutral wells 0, clomiphene wells 100; lysis activity, % at 15 µM;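 active = mean lysis activity across replicates of at least 80%, whatever share of replicates individually reach that level; inactive = mean lysis activity below 80%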
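Assay system: Cryptococcus neoformans yeast cells / Dosing: single-point compound dose / Timing: 4 h at 37 °C static, read 1 h later / Measured by: luminescence of released adenylate kinase using an AK detection reagent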
Active calls of the source: *; . = no result given; [ ] = another dose, or the depositor's remark.

SMILES | RAD52 anneal inh | RAD54 branch | PGC1a acetyl inh | E-selectin induc | PglD DTNB | miR122 inh | ERAP1 inh | Cneo AK release
C[C@H]1CN([C@@H](C)CO)C(=O)Cc2cc(NS(=O)(=O)c3cccs3)ccc2O[C@H]1CN(C)Cc1ccc2c(c1)OCO2 | -4 | -5 | 7 | -12 | 0 | 3[16.7 µM] | -2 | 60
O=C(Cc1c(F)cccc1Cl)N1CCN(C(=O)c2ccco2)CC1 | -17 | -5 | -16 | . | 0 | . | 0 | 0
CC(C)O/C(=N/S(=O)(=O)c1ccc(Cl)cc1)c1ccccc1 | -3 | -3 | -7 | 0.0 | 2 | . | -4 | -4
Cc1ccc(F)c([C@H]2C3C=CCC(c4ccccc4)C3C(=O)N2Cc2ccccc2)c1 (some centres not stated) | -16 | -1 | . | -0.2 | 5 | . | -3 | 8
Cc1cccc(NC(=O)CCc2c(C)nn(-c3ccc(N4CCOCC4)nn3)c2C)c1 | -8 | -8 | 4 | . | 4 | -4 | -6 | -3
C=CC[C@@H](CC(=O)N[C@@H](CO)Cc1ccccc1)C(=O)N[C@H](COC(=O)[C@@H](CC=C)Cc1ccc(F)cc1)Cc1ccccc1 | -12 | -9 | . | 0.4 | 2 | . | 4 | -2
C=CCc1ccccc1OCCCCN1CCCC1 | . | -2 | -4 | . | -5 | -7 | . | 2
O=C(NCCc1ccccc1)c1cnn2c(C(F)F)cc(C3CC3)nc12 | . | 2 | 17 | . | 7 | -4 | . | -10
Cc1cccc(N2CC(C(=O)NCCC3=CCCCC3)CC2=O)c1C (configuration not stated) | 4 | -6 | 2 | -5.5 | -1 | -3 | -1 | -1
Cc1nc2ccccn2c1C(=O)OCC#N | -18 | -3 | -10 | 1.7 | -9 | . | 0 | 0
CCOc1ccc(N(CC(=O)NC2CCCC2)S(=O)(=O)c2c(C)noc2C)cc1 | . | 4 | 0 | . | -1 | -16 | . | -3
O=C(c1cccc(S(=O)(=O)N2CCN(c3ccc(F)cc3)CC2)c1)N1CCCC1 | 0 | 3 | . | -0.3 | -1 | -3 | 1 | -2

Of the compounds above, these contain a Cl atom.
SMILES | RAD52 anneal inh | RAD54 branch | PGC1a acetyl inh | E-selectin induc | PglD DTNB | miR122 inh | ERAP1 inh | Cneo AK release
O=C(Cc1c(F)cccc1Cl)N1CCN(C(=O)c2ccco2)CC1 | -17 | -5 | -16 | . | 0 | . | 0 | 0
CC(C)O/C(=N/S(=O)(=O)c1ccc(Cl)cc1)c1ccccc1 | -3 | -3 | -7 | 0.0 | 2 | . | -4 | -4

Carrying on:
SMILES | RAD52 anneal inh | RAD54 branch | PGC1a acetyl inh | E-selectin induc | PglD DTNB | miR122 inh | ERAP1 inh | Cneo AK release
CCc1cccc(CC)c1N1C(=O)CSCC1=O | 2 | 5 | -3 | 0.3 | -2 | -5 | 0 | 1
COc1ccccc1C(=O)/C=C/c1ccc(N2CCCCC2)c([N+](=O)[O-])c1 | -5 | -1 | -187 | 0.0 | -1 | 8 | -2 | -3
CCOCc1c(C(=O)OCC(=O)NCc2ccc(F)cc2)oc2ccccc12 | -10 | 8 | 1 | . | 6 | -7 | 2 | -1
CCOc1ccc(CCNC(=O)c2nnc(CS(=O)(=O)c3ccccc3)o2)cc1OCC | -9 | 3 | . | . | 7 | . | -1 | -1
COc1ccc(S(=O)(=O)N2CCC(C(=O)NC3CC3)CC2)cc1C | -8 | 5 | -3 | 0.3 | 0 | -2 | -1 | 0
COc1ccc(-c2c(C)n([O-])c3c([n+]2=O)CCC3)cc1OC | . | 8 | 5 | . | -2 | -7 | . | 2
CC1(C(=O)Nc2ccc3c(c2)OCCO3)CCN1Cc1ccc(-c2ccccn2)cc1 (configuration not stated) | -17 | -7 | 1 | 0.0 | -6 | -3 | 1 | 0
CCOc1ccc(NC(=O)C(=O)N/N=C\c2ccc(CNS(=O)(=O)c3ccccc3)o2)cc1 | -5 | -3 | 3 | . | -4 | 1 | 5 | 4
O=C(NCC(=O)N1CCOCC1)OCc1ccccc1 | 5 | -20 | 0 | . | -3 | 3 | -2 | 3
C[C@@H]1CN([C@H](C)CO)C(=O)c2cc(C#CCN(C)C)cnc2O[C@@H]1CN(C)Cc1cccc(C(=O)O)c1 | . | -4 | 4 | . | -4 | 4[16.7 µM] | . | -3
CSCCC(NC(=O)c1ccco1)C(=O)NCC(c1ccccc1)N(C)C (configuration not stated) | -1 | 1 | 7 | 0.8 | -2 | -8 | -2 | 0
CC(NC(=O)/C=C/c1ccco1)c1nc2ccccc2n1Cc1cccc(Cl)c1 (configuration not stated) | -35 | . | . | -2.1 | . | 3 | 0 | .
O=C(Nc1ccc2c(c1)[C@H]1C[C@@H](CC(=O)N3CCCCC3)O[C@H](CO)[C@H]1O2)NC1CCCCC1 | 20 | . | 0 | 0.2 | . | . | -4 | .
CCOCCCNC(=O)c1[nH]c(C)c(C(C)=O)c1C | . | -8 | -2 | . | -2 | -1 | . | 3
CN(C(=O)c1ccc(NC(=O)Cc2ccc(NC(=O)C3CCCN(C(=O)C4CCC4)C3)cc2)cc1)C1CCCC1 (configuration not stated) | -7 | -1 | -6 | -0.1 | 7 | 2 | 0 | -1
CN(C)CCN(Cc1ccco1)S(=O)(=O)c1ccc(-c2ccc(=O)[nH]n2)s1 | 0 | 2 | 11 | . | 5 | 4 | -1 | 0
CCc1ccc(C(O)c2ncc(-c3ccc(C(F)(F)F)cc3)[nH]2)cc1 (configuration not stated) | 1 | -2 | -12 | 0.2 | -1 | 6 | -3 | -1
N#Cc1c(N)nc2c(c1-c1ccncc1)CCCCCC2 | . | -6 | 2 | . | -2 | -1 | . | 4
C[C@H](NC(=O)[C@@H]1Cc2ccccc2CN1)C(=O)Nc1ccc2c(c1)OCCO2 | -6 | . | 2 | 6.3 | . | -3 | -4 | .
O=C(C1CC1)N1CC2(C1)[C@H](c1ccccc1)[C@H](CO)N2Cc1cncnc1 | -13 | . | 2 | 0.2 | . | . | 2 | .
COc1cc(OC)c2c(N)c(C#N)c(C(F)(F)C(F)(F)F)nc2c1 | . | -3 | -1 | . | -3 | -1 | . | 0
O=C(CN1CCOCC1)N[C@H]1CC[C@H](CCNS(=O)(=O)c2ccccc2F)O[C@@H]1CO | -5 | -6 | 0 | -0.3 | -1 | 2[16.7 µM] | . | -6
CN(C)c1ccc2c(c1)[C@H]1C[C@@H](CC(=O)NCc3ccc(Oc4ccccc4)cc3)O[C@@H](CO)[C@H]1O2 | 17 | -6 | 10 | -0.6 | 3 | 3[16.7 µM] | 0 | -1
COc1ccc2oc(=N)c(-c3nnc4n3CCCCC4)cc2c1 | . | 2 | . | . | -6 | -4 | . | -2

Complete entries, looked up by structure. Order of screens: RAD52 anneal inh	RAD54 branch	PGC1a acetyl inh	E-selectin induc	PglD DTNB	miR122 inh	ERAP1 inh	Cneo AK release
Entry for `COc1cc(OC)c2c(N)c(C#N)c(C(F)(F)C(F)(F)F)nc2c1` = .	-3	-1	.	-3	-1	.	0
Entry for `N#Cc1c(N)nc2c(c1-c1ccncc1)CCCCCC2` = .	-6	2	.	-2	-1	.	4

The list continues.
SMILES | RAD52 anneal inh | RAD54 branch | PGC1a acetyl inh | E-selectin induc | PglD DTNB | miR122 inh | ERAP1 inh | Cneo AK release
COc1ccc(S(=O)(=O)N(C)C[C@@H]2OCCCC[C@H](C)Oc3ccc(NC(=O)Nc4ccc(F)cc4)cc3C(=O)N([C@@H](C)CO)C[C@H]2C)cc1 | -2 | -15 | -7 | 0.1 | -1 | 1[16.7 µM] | 1 | -4
CN(C)Cc1cn(CC[C@H]2CC[C@@H](NS(=O)(=O)c3ccc(-c4ccccc4)cc3)[C@H](CO)O2)nn1 | 9 | -1 | -2 | 0.0 | -2 | -21[16.7 µM] | 2 | -2
C[C@H](CO)N1C[C@H](C)[C@@H](CN(C)C(=O)c2ccccc2F)Oc2ncc(Br)cc2C1=O | 0 | 7 | -4 | -0.3 | 1 | 2[16.7 µM] | -1 | 1
Cc1c(C(=O)N2CCCC2)oc2c1-c1nn(CC(=O)NCCCN3CCCCC3)cc1CC2 | -5 | . | -6 | -0.1 | . | 4 | -1 | .
CC(C)C(c1nnnn1C1CCCC1)N1CCOCC1 (configuration not stated) | . | 2 | 2 | . | -6 | -5 | . | 3
c1ccc(CCNc2nc3ccccc3s2)cc1 | -8 | -6 | 7 | . | 2 | -4 | 4 | .
CCOc1ccc(C(=O)OCn2nnc3ccccc3c2=O)cc1OC | 5 | -10 | 1 | . | 1 | -6 | 0 | 0
CC(C)C#Cc1cnc2c(c1)C(=O)N([C@H](C)CO)C[C@@H](C)[C@@H](CN(C)C(=O)c1cnccn1)O2 | 14 | -7 | -12 | 5.2 | 8 | 4[16.7 µM] | -7 | 1
CCc1ccc(OCCCOc2ccc(C=O)cc2)cc1 | -12 | -6 | -2 | . | -4 | -3 | -1 | 1
O=C(CCNC(=O)c1ccccc1Cl)Nc1ccc(S(=O)(=O)N2CCOCC2)cc1 | -12 | -3 | -2 | 0.0 | 7 | -4 | -6 | 70
Cc1ccccc1NC(=O)Cc1nc(COC(=O)Cc2ccccc2F)cs1 | -8 | -7 | -11 | . | -1 | 2 | 2 | 1
CN(CC(=O)Nc1ccc(Cl)c(C(F)(F)F)c1)C(=O)C1CC(=O)N(c2ccc3c(c2)OCCO3)C1 (configuration not stated) | -6 | -2 | . | -0.1 | -2 | 2 | -1 | 0
Cc1cc(C(=O)Nc2cccc3c2O[C@@H](CN(C)CC2CC2)[C@H](C)CN([C@H](C)CO)C3=O)n(C)n1 | -6 | -2 | -2 | -0.3 | 2 | -3[16.7 µM] | 0 | -6
CCOc1ccc(NC(=O)CCSc2nc3c(c(CC)c2C#N)C(=O)CC(C)(C)C3)cc1 | . | 2 | -26 | . | -1 | 4 | . | 0
CCCNC(=O)[C@H]1[C@H](CO)[C@H]2Cn3c(cccc3=O)[C@@H]1N2C(=O)Nc1cc(F)ccc1F | 21 | -1 | . | 0.0 | 1 | -2[16.7 µM] | 0 | 88*
O=C(Nc1ccc(N2CCN(C(=O)c3ccco3)CC2)c(Cl)c1)c1cccs1 | . | 3 | 3 | . | -7 | 27 | . | 2
Cc1cc(OC(=O)c2cccc([N+](=O)[O-])c2)c(C)cc1CN1CCOCC1 | -6 | 2 | 12 | -0.1 | 3 | -7 | 13 | -1
CCN1CCN(c2ccc(S(=O)(=O)N3CCCCC3)cc2NC(=O)CCNC(C)=O)CC1 | -6 | -12 | 4 | -1.7 | 3 | -6 | 0 | 0
CCc1c(O)nc(SCC(=O)N(CC)CC)[nH]c1=O | -15 | . | 3 | -0.1 | . | . | 1 | .
COc1ccc(CC(=O)OCCc2cc3cc(OC)c(OC)cc3c(=O)o2)cc1 | -29 | -3 | -7 | 1.1 | -1 | -3 | -1 | -1
O=C(NCc1ccccc1Cl)C(=O)c1cn(CC(=O)N2CCOCC2)c2ccccc12 | -14 | 7 | 11 | 7.8 | -2 | 6 | -1 | 0
N#Cc1ccc(CSCC(=O)NN=C2CCCC2)cc1 | -20 | 4 | -4 | . | 0 | -8 | -4 | -2
Cc1ccc(/C(O)=C2\C(=O)C(=O)N(CCN(C)C)C2c2ccccc2F)cc1 (configuration not stated) | . | -6 | -6 | . | -9 | 2 | . | 11
CN(C)C(CNS(=O)(=O)c1ccc(Cl)cc1F)c1ccco1 (configuration not stated) | -12 | -14 | . | . | 9 | . | 0 | -1
CC=Cc1ccc2n(c1=O)C[C@H]1[C@H](CO)[C@@H](C(=O)NCCC)[C@@H]2N1C(=O)c1ccccc1F (mixture of isomers) | -8 | 6 | . | -0.5 | 1 | 4[16.7 µM] | 1 | -2
CSCCC(=O)N1CCCC(CO)(CCCc2ccccc2)C1 (configuration not stated) | -3 | 9 | . | . | 4 | . | 0 | -1
O=C(Nc1ccc(F)cc1F)N1CCCCC1c1cccnc1 (configuration not stated) | . | -9 | . | . | 1 | -14 | . | 0
CCOC(=O)c1c(C)[nH]c(C)c1S(=O)(=O)NC(CC)CN1CCOCC1 (configuration not stated) | 1 | 0 | 14 | . | 0 | 7 | 5 | 3
O=c1c2ccccc2n(Cc2ccc(Cl)cc2)c(=O)n1Cc1ccco1 | . | -17 | -1 | . | 0 | 5 | . | -3

Bioassay records from PubChem BioAssay.
